Bioassay records deposited in PubChem by several laboratories.
GalR3 antag: human GalR3 antagonism; O60755; HEK293 GalR3-CNG cAMP membrane potential fluorescence; galR3 body fused to GalR1 C-terminus; inhibition, % at 3 µM; 0.44% of 360,000 active;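 active means inhibition above the screen-wide average plus 3 SD, cut at about 13% in these data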;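 further: forskolin and galanin both at EC90 stimulate the cells; cAMP rise reported by CNG channel membrane potential dye signal; 0% = forskolin plus galanin with DMSO and 100% = forskolin alone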
PHOSPHO1 inh: blocks human PHOSPHO1 phosphatase activity; Q8TCT1; recombinant PHOSPHO1, absorbance phosphatase assay; inhibition, % at 13.3 µM; 1.1% of 290,000 active; in the data active means inhibition above about 60%
NALP1 inh: blocks the NALP1 inflammasome reconstituted in yeast; inhibition, % at 10 µM; 0.61% of 280,000 active; S. cerevisiae NALP1/ASC/caspase-1 growth, X-gal OD620, 72 h; in the data active means inhibition mostly above about 24%, no sharp cut-off; inactive means mostly below about 32%; further: some compounds called inactive have numbers as strong as hits
MEKK2mut PB1 HTS: signal of MEK5 binding to mutant human MEKK2 PB1 domain. bead flow cytometry, Alexa488-MEK5 binding to MEKK2 mutant. percent response, % at 10 µM. 0.35% of 290,000 active; in the data active means percent response above about 24%, passing the limit was not always enough; further: inactives centre near 1; some results filed as inactive read as strong as hits; reference of the scale not given here
MEKK2 WT-MEK5: raises or lowers MEK5 binding to wildtype human MEKK2 PB1 domain; binding response (% of control), % at 10 µM; bead flow cytometry, Alexa488-MEK5 binding to MEKK2 WT; actives lie on both sides; 1.1% of 290,000 active; Q9Y2U5; AID 1531; in the data active means binding response below about 67% or above about 130%
MEKK3 PB1 HTS: modulators (inhibitors or enhancers) of MEK5 binding to human MEKK3 PB1 domain | binding response (% of control), % at 10 µM | AID 1529 | 1.4% of 290,000 active | Q99759 | bead-based flow cytometry, Alexa488-MEK5 binding to MEKK3; actives lie on both sides; 0 = blocked by unlabeled MEK5, 100 = vehicle;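 active means binding response more than 3 SD above or below the average of its plate-row segment, actives on both sides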;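 further: Alexa488 bead fluorescence after subtracting the streptavidin-only scavenger bead signal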
Target sequence (Q99759 whole entry, looked up, the tested form may be a part): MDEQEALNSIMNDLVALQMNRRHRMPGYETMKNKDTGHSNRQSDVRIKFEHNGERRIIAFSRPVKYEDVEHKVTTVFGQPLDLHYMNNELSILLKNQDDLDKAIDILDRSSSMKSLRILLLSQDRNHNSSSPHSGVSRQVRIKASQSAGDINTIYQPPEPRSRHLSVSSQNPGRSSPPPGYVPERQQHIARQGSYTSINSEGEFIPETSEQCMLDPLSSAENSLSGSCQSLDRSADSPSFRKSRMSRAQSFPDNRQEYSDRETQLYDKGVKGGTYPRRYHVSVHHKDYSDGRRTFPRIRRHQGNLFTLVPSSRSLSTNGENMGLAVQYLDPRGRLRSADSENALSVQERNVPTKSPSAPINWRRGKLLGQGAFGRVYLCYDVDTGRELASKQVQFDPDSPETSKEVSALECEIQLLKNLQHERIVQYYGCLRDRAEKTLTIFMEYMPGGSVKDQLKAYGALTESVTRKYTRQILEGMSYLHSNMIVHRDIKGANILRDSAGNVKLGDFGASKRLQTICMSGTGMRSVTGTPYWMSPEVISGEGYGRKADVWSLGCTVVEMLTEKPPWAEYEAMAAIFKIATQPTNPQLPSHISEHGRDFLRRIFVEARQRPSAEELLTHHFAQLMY
OXTR ag: human OXTR agonism. P30559. CHO-OTR cells, Fluo-8 calcium fluorescence; normalized: DMSO 0%, oxytocin 100%. activation, % at 3 µM. 0.32% of 320,000 active;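 active means activation above the mean of all tested compounds plus 3 SD, cutoff set per screening run, cut at about 20% in these data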;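 further: peak over basal fluorescence ratio from a 100 s FLIPR kinetic read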
GPR7 antag: antagonists of human GPR7 (neuropeptides B/W receptor 1) | P48145 | GPR7-expressing cells, fluorescence antagonist assay | inhibition, % at 4.4 µM | 1.1% of 290,000 active; in the data active means inhibition above about 16%, passing the limit was not always enough;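 further: cells stimulated with the agonist NPW; 0% = agonist with vehicle and 100% = vehicle without agonist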
V1aR counter: activates human V1a receptor in oxytocin agonist counter-screen; CHO-V1R cells, Fluo-8 calcium fluorescence, agonist mode; 0% DMSO, 100% 3 nM vasopressin; P37288; 0.25% of 320,000 active; activation, % at 3 µM;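 active means activation above the mean activation of all tested compounds plus 3 SD, per screening run, cut at about 20% in these data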;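 further: signal is peak over basal fluorescence ratio across a 100 second FLIPR read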
Target sequence (P37288 whole entry, looked up): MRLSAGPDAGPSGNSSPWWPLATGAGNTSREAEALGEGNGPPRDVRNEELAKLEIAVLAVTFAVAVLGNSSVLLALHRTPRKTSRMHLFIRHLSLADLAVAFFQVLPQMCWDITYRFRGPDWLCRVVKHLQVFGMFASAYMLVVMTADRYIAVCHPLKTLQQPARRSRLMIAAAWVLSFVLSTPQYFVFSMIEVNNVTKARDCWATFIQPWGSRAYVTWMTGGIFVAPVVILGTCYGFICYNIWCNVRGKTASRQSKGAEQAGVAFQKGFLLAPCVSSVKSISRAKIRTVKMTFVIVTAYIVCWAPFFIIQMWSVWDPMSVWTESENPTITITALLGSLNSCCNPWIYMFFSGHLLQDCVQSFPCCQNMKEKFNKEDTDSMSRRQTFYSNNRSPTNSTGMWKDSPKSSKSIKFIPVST
Active calls of the source: *; x = no result given.

SMILES	GalR3 antag	PHOSPHO1 inh	NALP1 inh	MEKK2mut PB1 HTS	MEKK2 WT-MEK5	MEKK3 PB1 HTS	OXTR ag	GPR7 antag	V1aR counter
CCc1ccccc1N(C)C(=O)CCc1nc(-c2ccc(C)cc2)no1	-4	9	21	6	104	105	0.3	-17	-0.1
COCCn1c(C(F)(F)F)ccc(NC(=O)c2ccccc2)c1=O	4	40	8	10	109	104	-1.2	-7	-0.9
COc1cccc(C(=O)NC(=S)Nc2ccc(Cl)c(C(=O)O)c2)c1	0	-31	17	2	96	97	0.1	0	1.7
CC(=O)Oc1ccc(/C=C2\N=C(C3CCCCC3)OC2=O)cc1	-4	-10	-16	-3	100	107	0.5	-10	1.8
CCC(C)n1c(=N)c(C#N)cc2c(=O)n3cccc(C)c3nc21 (configuration not stated)	3	45	16	-9	96	109	-1.3	-2	0.4
CC(Sc1nc2ccccc2s1)C(=O)N(C)Cc1ccccc1 (configuration not stated)	-9	6	17	-4	97	105	-1.6	12	-1.1
CC(C)(C)c1cc(NC(=O)CCSc2nnc3ccccn23)cc(C(C)(C)C)c1	-6	x	x	2	102	107	-1.8	-4	-1.2
Cc1ccc(C)c(/C(O)=C2\C(=O)C(=O)N(Cc3cccnc3)C2c2cccnc2)c1 (configuration not stated)	-4	37	-1	5	111	108	0.2	-11	-1.1
Cc1ccc2c(C)c(C(=O)Nc3ccc(S(N)(=O)=O)cc3)oc2c1C	-6	35	7	-3	75	86	1.3	-4	-0.2
O=C(Nc1ccccc1C(=O)O)c1ccc(CN2C(=O)c3ccccc3C2=O)cc1	-7	32	18	1	94	98	-2.7	-5	-0.9
CCOC(=O)N1CCN(c2nc3c(c(=O)[nH]c(=O)n3C)n2Cc2ccccc2Cl)CC1	x	7	16	0	100	101	x	-14	x
Cc1ccc(C)c(-c2csc(Nc3ncccn3)n2)c1	-3	-6	25	-5	96	92	-0.6	-3	1.0
COc1ccc(CN2CCCC(C(=O)N3CCc4ccccc4C3)C2)cc1OC (configuration not stated)	-8	42	35	0	100	100	0.7	-2	1.5
Cc1nn(-c2ccccc2)c(N2CCCC2)c1/C=N/NC(=S)Nc1cc(C(F)(F)F)ccc1Cl	-12	-9	21	24	100	110	-0.9	-12	-0.3
O=C1CC(c2ccccc2)CC(O)=C1C=NC1CCCCC1 (configuration not stated)	-9	16	-2	2	100	99	-1.5	-3	-1.1

Random excerpt: three compounds from above.
SMILES	GalR3 antag	PHOSPHO1 inh	NALP1 inh	MEKK2mut PB1 HTS	MEKK2 WT-MEK5	MEKK3 PB1 HTS	OXTR ag	GPR7 antag	V1aR counter
Cc1nn(-c2ccccc2)c(N2CCCC2)c1/C=N/NC(=S)Nc1cc(C(F)(F)F)ccc1Cl	-12	-9	21	24	100	110	-0.9	-12	-0.3
COc1cccc(C(=O)NC(=S)Nc2ccc(Cl)c(C(=O)O)c2)c1	0	-31	17	2	96	97	0.1	0	1.7
Cc1ccc(C)c(/C(O)=C2\C(=O)C(=O)N(Cc3cccnc3)C2c2cccnc2)c1 (configuration not stated)	-4	37	-1	5	111	108	0.2	-11	-1.1

Following part.
SMILES	GalR3 antag	PHOSPHO1 inh	NALP1 inh	MEKK2mut PB1 HTS	MEKK2 WT-MEK5	MEKK3 PB1 HTS	OXTR ag	GPR7 antag	V1aR counter
Cc1nnsc1S(=O)(=O)Cc1ccccc1Cl	-3	10	6	10	104	105	-1.9	8	-0.3
O=C(/C=C/c1ccco1)NC(=S)Nc1ccc(O)c(-c2nc3ccccc3s2)c1	-1	9	18	6	97	96	1.4	-2	0.5
Cc1cc(OCCCC(=O)NCCc2ccccn2)ccc1Cl	3	-19	10	-3	97	100	4.1	1	4.7
Cc1cc(C)c2[nH]c(=O)c(C(c3nnnn3C(C)(C)C)N(Cc3ccco3)CC3CCCO3)cc2c1 (configuration not stated)	-6	13	38*	5	99	100	-1.5	4	-0.1
CCCCCCNCC1OCc2ccccc2CO1	-3	-3	12	2	104	104	0.6	-4	1.6
O=C(NC1CCCCC1)C(c1ccc(F)cc1)N(CCCN1CCOCC1)C(=O)c1ccc(CN2CCOCC2)o1 (configuration not stated)	-8	24	29	-1	101	102	-1.6	5	-0.1
Cc1cnc(NC(=O)c2ccc(-c3nc4ccccc4s3)o2)s1	5	105*	0	0	99	103	-3.0	-9	-0.6
CCc1[nH]c(=S)c(C#N)c(-c2ccccc2)c1C(=O)OC	-3	53	-6	0	99	100	1.2	-4	1.2
O=C(c1ccc(CSc2ccccc2)cc1)N1CCN(c2ccccc2)CC1	-7	42	10	3	104	102	0.2	-17	-0.1
CN(CC(=O)Nc1cccc(F)c1)CC(=O)Nc1ccccc1Oc1ccccc1	-9	38	14	-4	101	98	-1.8	2	1.0
CCc1ccc(NC(=O)CNCc2ccc(OC)c(OC)c2)cc1	-10	23	5	10	99	99	1.0	1	1.8
COc1cc2c(cc1OC)CN(C(=O)C1CCCN1S(=O)(=O)c1ccc(F)cc1)CC2 (configuration not stated)	-7	28	21	-3	100	101	-0.9	-4	-0.1
OCC1(CCOc2ccccc2)CCN(Cc2cc(Cl)ccc2O)CC1	-11	50	7	15	110	111	6.3	-6	5.0
O=C(O)Cc1csc(NC(=O)CSc2cccc(C(=O)O)n2)n1	-2	37	x	-2	103	100	-0.8	-3	0.8
O=C(CCc1nc2ccccc2[nH]1)Nc1ccc(F)cc1	-5	9	-7	-6	93	87	-0.3	-13	0.7
COC(=O)c1sc(=S)n(-c2ccccc2)c1N	-4	48	9	6	104	107	-0.7	2	-1.6
COc1ccc(S(=O)(=O)N(n2c(C)nnc2-n2nc(C)cc2C)S(=O)(=O)c2ccc(OC)cc2)cc1	x	-13	3	6	105	107	21*	-5	0.2
COc1ccc(Cl)cc1N(CC(=O)Nc1ccc2c(c1)OCCO2)S(C)(=O)=O	-2	1	1	-2	97	99	1.4	0	0.8
O=C(c1ccc(S(=O)(=O)N2CCOCC2)cc1)N(Cc1ccco1)Cc1cccs1	-3	5	-22	3	103	100	14	11	12
Cc1ccc(NC(=O)c2c(C(F)(F)F)nn(C)c2SCc2ccc(Cl)cc2)cc1C	-9	28	3	10	115	107	-1.5	-4	2.6
O=c1[nH]c2ccccc2n1Cc1ccc(Cl)cc1	-4	11	16	8	111	111	4.5	-2	7.1
O=c1[nH]c(C2CCN(S(=O)(=O)c3ccccc3F)CC2)nc2c1nnn2Cc1ccc(OC(F)(F)F)cc1	6	22	26	-1	95	103	-0.5	-25	-0.6
Cc1ccc(-c2csc(C3=C(O)CN(NC(=O)c4ccc([N+](=O)[O-])cc4)C3=N)n2)cc1	-5	42	11	5	100	102	-0.2	-6	0.1
CC(=O)Nc1ccc(S(=O)(=O)N2CCN(C(=O)CCC3CCCC3)CC2)cc1	-2	-4	6	-3	102	102	4.5	20*	2.4
CN1C(=O)/C(=N/OC(=O)c2ccccc2Br)c2ccccc21	0	-5	12	-7	95	99	0.7	-5	0.1
N#C/C(C(=O)N1CCOCC1)=C1/SC(Cc2ccccc2Cl)C(=O)N1c1ccccc1 (configuration not stated)	-5	-15	34	-1	97	93	0.0	-8	0.6
CCOc1ccc(-c2cc(C(=O)N3CCC(C)CC3)c3ccccc3n2)cc1	-2	15	9	-5	96	97	-0.1	-17	-0.8
c1ccc(CCC2CCCCN2Cc2cn[nH]c2-c2cc3ccccc3o2)nc1 (configuration not stated)	-5	18	15	5	114	99	-0.4	-6	-1.1
CCCC(=O)Nc1ccc2c(c1)nc(CN1CCN(C(=O)OCC)CC1)n2CC	-6	42	4	-15	95	94	0.0	13	0.6
O=C(CSc1nnc2c(Cl)cc(Cl)cn12)NC1CCS(=O)(=O)C1 (configuration not stated)	-4	-28	9	4	99	101	3.4	1	0.2
O=C(Nc1ccc2c(c1)OCO2)C(=O)c1c[nH]c2ccccc12	1	54	3	1	100	99	18	20	4.5
Cc1ccc(-c2nnc(N3CCOCC3)c3ccccc23)cc1S(=O)(=O)N(C)C	-8	32	11	1	97	103	x	0	x
O=C(Nc1ccc(S(=O)(=O)NC2=NCCCCC2)cc1)C1COc2ccccc2O1 (configuration not stated)	-1	20	x	8	109	106	1.7	-2	1.5
O=c1c(-c2ccccc2Cl)c[nH]n1-c1ccccc1	-13	31	-8	-5	86	85	-0.4	-9	-0.5
O=C(Nc1ccc(Cc2ccncc2)cc1)C1CCC(N2C(=O)C3CCCCC3C2=O)CC1 (configuration not stated)	-3	46	3	-9	90	97	3.3	6	5.4
CCn1c(=O)c(=O)n(CC)c2cc(S(=O)(=O)N3CCc4ccccc43)ccc21	1	11	-18	0	97	98	-1.0	4	0.6
CNC(=S)Nc1cccc2[nH]ncc12	-3	3	36	-3	101	104	2.6	-2	0.3
CC1(C)Cc2c(sc3c4nnnn4c4nnnn4c23)CO1	x	15	1	-1	98	102	x	-1	x
Cc1cccc(C(=O)OC2CCOC2=O)c1C (configuration not stated)	-9	24	5	-2	97	96	-0.2	-10	0.8
Cc1cc(N2C(=O)CC(N3CCN(c4ccc(C(=O)c5cccs5)cc4)CC3)C2=O)no1 (configuration not stated)	-2	10	33	-5	97	98	1.2	-1	1.0
NS(=O)(=O)c1ccc(CCNC(=O)c2ccc(S(=O)(=O)N3CCCCC3)cc2)cc1	5	1	-9	0	101	94	-1.4	1	0.8
Cc1cc(C)cc(C(=O)n2cnnc2N)c1	8	0	-4	5	115	111	-0.6	-7	0.0
Cc1cc(C)n2nnnc2n1	1	12	11	8	103	101	0.0	-13	0.1
Cc1ccc(SCc2cc(=O)[nH]c(/N=C(\N)Nc3ccccc3Sc3ccccc3)n2)cc1	-11	-1	17	24	111	108	-1.0	-9	1.7
CCOC(=O)/C(C#N)=C/C1=C(N2CCCC2)CC(C)(CC)OC1 (configuration not stated)	1	45	18	5	110	110	-0.8	-17	-0.2

One compound at a time (already shown). Order of values: GalR3 antag	PHOSPHO1 inh	NALP1 inh	MEKK2mut PB1 HTS	MEKK2 WT-MEK5	MEKK3 PB1 HTS	OXTR ag	GPR7 antag	V1aR counter
Shown for CC(=O)Nc1ccc(S(=O)(=O)N2CCN(C(=O)CCC3CCCC3)CC2)cc1 = -2	-4	6	-3	102	102	4.5	20*	2.4
Shown for Cc1ccc(-c2csc(C3=C(O)CN(NC(=O)c4ccc([N+](=O)[O-])cc4)C3=N)n2)cc1 = -5	42	11	5	100	102	-0.2	-6	0.1

Next section:
SMILES	GalR3 antag	PHOSPHO1 inh	NALP1 inh	MEKK2mut PB1 HTS	MEKK2 WT-MEK5	MEKK3 PB1 HTS	OXTR ag	GPR7 antag	V1aR counter
Cc1cc(-c2ccccc2)nc(N/N=C/c2ccco2)n1	-3	-3	-6	-6	110	97	-1.5	-6	-0.8
CC(=O)c1c(COC(=O)c2ccccc2Cl)nc2ccccc2[n+]1[O-]	4	37	-12	4	101	103	1.1	-8	4.3
COc1cc(OC)c(OC)cc1CNC(=O)c1cc(=O)[nH]c2ccccc12	-9	2	-7	10	105	101	0.4	0	0.0
CC(C)(C)P(=O)(CO)c1ccccc1 (configuration not stated)	-3	-33	11	0	91	99	1.2	-6	0.2
CCCc1nnc(SCC(=O)N2CCCCC2)n1CC1CCCO1 (configuration not stated)	-6	54	-6	-4	95	99	0.8	3	0.8
COc1ccc(NC(=O)COC(=O)Cn2c(C)nc3ccccc32)cc1OC	-3	16	-1	-5	92	93	-0.4	12	0.7
COc1ccc(-c2cc(C(F)F)n3ncc(C(=O)N4CCCCC4)c3n2)cc1	-2	-11	-10	2	103	101	-2.6	-11	-1.2
CC(=O)Nc1ccc(Nc2nc3c(S(=O)(=O)c4ccc(C)c(C)c4)nnn3c3ccccc23)cc1	-2	37	-4	-6	88	98	0.1	-17	-0.7
Cc1cc(C)cc(NC(=S)NCc2cccn2C)c1	x	-12	-8	1	101	101	-0.3	-2	0.3
COc1ccc(Cc2noc(-c3ccccc3)n2)cc1OC	-6	13	21	-3	91	95	1.1	6	3.7
COc1ccc2c(c1)CCc1c(C(=O)NCc3ccc(F)cc3)noc1-2	0	2	23	5	95	98	2.7	10	0.4
